Bioassay records as filed in PubChem.
TDP43 rescue: rescues yeast growth from TDP-43 toxicity; TDP-43 expressing yeast growth rescue, BacTiter-Glo, 24 h; Potency, µM (top dose mostly 46.1 µM), inactives show at the highest dose growth rescue (activation), hits mostly activators; 1.8% of 410,000 active; AID 652104; further: potency means the concentration at half of the fitted maximal effect; % of control where 0% means no effect; nearly all actives have a fitted effect of over 50% in size
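Yeast expressing TDP-43 (pregrown in raffinose, seeded at OD600=0.02 in galactose medium) exposed to compounds 24 hr at 30 deg C. Growth read by BacTiter-Glo luminescence; rescue of toxicity appears as increased signal.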
DRD3 agonist: activates the human D3 dopamine receptor | max activation, % | D3R DiscoveRx beta-arrestin cells, luminescence, 90 min | 0.58% of 410,000 active; in the data active means max activation above about 30%; further: 0% is about no effect; mostly tested at two doses, the higher about 12 µM
Target sequence (P35462 whole entry, looked up): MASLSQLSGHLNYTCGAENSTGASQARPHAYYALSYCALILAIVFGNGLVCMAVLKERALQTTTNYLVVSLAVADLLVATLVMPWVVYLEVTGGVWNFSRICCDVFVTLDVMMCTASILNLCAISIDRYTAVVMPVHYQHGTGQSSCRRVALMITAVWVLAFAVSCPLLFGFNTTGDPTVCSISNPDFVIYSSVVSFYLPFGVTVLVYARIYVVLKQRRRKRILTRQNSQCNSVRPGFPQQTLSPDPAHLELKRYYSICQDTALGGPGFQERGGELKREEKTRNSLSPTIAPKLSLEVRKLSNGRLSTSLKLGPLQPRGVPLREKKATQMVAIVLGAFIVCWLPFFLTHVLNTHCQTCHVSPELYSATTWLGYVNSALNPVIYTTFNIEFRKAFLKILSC
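Agonist mode: compounds and dopamine controls were applied to plated cells for 90 min at 37 degrees C after an overnight attachment at 1500 cells/well. Luminescent read-out followed 30 - 60 minutes at room temperature with DiscoveRx detection reagent.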
EPAC2 antag: antagonists of human EPAC2. Q8WZA2. 0.18% of 360,000 active. Potency, µM (doses to about 114 µM), without a hit: at the top dose activity, negative = inhibition, actives largely listed as inhibitors. EPAC2 GEF exchange of Rap1B-BODIPY-GDP, fluorescence. AID 720708; further: potency means the concentration at half of the fitted maximal effect; on the % scale 0 is the no-effect control and ±100 the full control effect; nearly all actives have a fitted effect of over 45% in size; many of its hits are not listed in these tables
aSyn rescue: rescues yeast growth from alpha-synuclein toxicity. Yeast expressing alpha-synuclein, growth rescue, BacTiter-Glo, 24 h. Potency, µM (titrated, usually from 46.1 µM), for inactives: top-dose growth rescue (activation), usual class: activators. 0.14% of 370,000 active; further: potency means the concentration at half of the fitted maximal effect; % of control where 0% means no effect; nearly all actives have a fitted effect of over 65% in size
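Galactose-induced alpha-syn yeast (OD600=0.02, raffinose-pregrown) + pinned cpd, 24 hr, 30 deg C; growth by BacTiter-Glo luminescence. Growth restoration scores as activation.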
Abeta rescue: compounds reversing amyloid beta toxicity in yeast; yeast expressing A-beta42, growth rescue, OD600, 48 h; response scale: 0% DMSO, 100% iron-clioquinol control; 0.063% of 410,000 active; AID 1347071; Potency, µM (series often up to 46.1 µM), for the others: at the highest dose growth rescue, actives largely listed as activators; further: potency means the concentration at half of the fitted maximal effect; nearly all actives have a fitted effect of over 55% in size
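Growth rescue measured by 600 nm absorbance after 48 h yeast culture at 30 C with compound. Values normalized between DMSO and an equimolar ferric chloride plus clioquinol control.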
FUS suppressor: FUS proteinopathy suppression in yeast | Potency, µM (doses to about 76.6 µM), inactives show at the highest dose growth rescue (activation), hits mostly activators | S. cerevisiae FUS-expressing, growth rescue, OD600, 24 h | AID 1347120 | 0.24% of 390,000 active;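 further: potency means the concentration at half of the fitted maximal effect; plate controls were DMSO vehicle for no effect and reference control for full effect; nearly all actives have a fitted effect of over 55% in size; some results filed as inactive show a strong effect at the top dose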
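Galactose (2%) drives FUS expression in yeast precultured in raffinose; seeding density OD 0.005. Test compounds incubated 24hr at 30C and 99% humidity before absorbance at 600 nm was measured.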
EPAC2 agonist: agonists of human EPAC2 (RAPGEF4); Q8WZA2; EPAC2 activation, biochemical qHTS; response scale: 100% = 6.5 mM cAMP response; Potency, µM (titrated, usually from 154 µM), inactives show at the highest dose activation, usual class: activators; 0.079% of 360,000 active; further: potency means the concentration at half of the fitted maximal effect; nearly all actives have a fitted effect of over 50% in size
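Fluorescence exchange assay: 100 nM EPAC2 with 250 nM RAP1B-BODIPY-GDP and 50 uM GDP; compounds tested as a concentration-titration series (qHTS). Loss of Rap1-bound BODIPY-GDP fluorescence read at 480/540 nm; data normalized to 6.5 mM cAMP.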
DRD3 antagonist: D3 dopamine receptor (human) antagonism. max response, negative = inhibition, %. AID 652054. D3R cells, DiscoveRx beta-arrestin luminescence, antagonist mode; stronger effect = lower value. 2.5% of 360,000 active. P35462; in the data active means max response below about -50%; inconclusive means no clear call, values can overlap the other calls; further: on the % scale 0 is the no-effect control and ±100 the full control effect; mostly tested at two doses, the higher about 12 µM
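Cells expressing the human receptor were seeded at 1500 cells/well, incubated overnight at 37 degrees C in 5% CO2, then exposed to library compounds with dopamine controls for 90 minutes at 37 degrees C before luminescent detection.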
* marks the source's active call; other numbers are inactive results; ? = inconclusive; nt = not tested or not shown; & = joins results of further samples; [ ] = remark or other dose. Unless noted, the call rests on the fitted dose curve; in most records, active means well fitted curve in the direction sought with a large enough effect; inconclusive means small, poorly fitted or top-dose-only effect, or another doubt; inactive means no such curve, though single readings can be large; an effect the other way counts as inactive or inconclusive.

Second line of a record: TDP43 rescue	DRD3 agonist	EPAC2 antag	aSyn rescue	Abeta rescue	FUS suppressor	EPAC2 agonist	DRD3 antagonist
COc1ccc(-n2c(SCCN(C)C)nc3ccccc3c2=O)cc1
 : 12%	-13	-1%	2%	-12%	5%	2%	-18
Cc1cccc(NC(=O)[C@@H](NC(=O)N2C[C@H]3C[C@@H](C2)c2cccc(=O)n2C3)C(C)C)c1
 : 11%	11	13%	2%	-13%	-18%	3%	22
NP(=O)(OCCCCc1ccccc1)Oc1ccccc1Cl (stereo not given)
 : ?	1	-19%	1%	9%	15%	1%	2
Nc1ccc(Br)cc1C(=O)c1ccccc1
 : 16µM*	8	?	?	-2%	-27%	9%	5
O=c1[nH]c(=S)n(C2CC2)c(O)c1/C=N/Nc1ccccc1
 : -11%	-15	-5%	5%	1%	60%	9%	-30
Cn1cccc1/C=C1/C(=O)NC(=S)N(Cc2ccc(F)cc2)C1=O
 : -9%	-9	0%	-8%	22%	19%	3%	7
COC(=O)c1ccccc1NC(=O)c1cccn(Cc2cccc(Cl)c2)c1=O
 : 20%	5	nt	-1%	0%	-6%	nt	nt
O=c1[nH]c2ccccc2n1C1CCN(C(c2ccccc2OC(F)(F)F)c2nnnn2-c2ccc3c(c2)OCCO3)CC1 (stereo not given)
 : 16%	35*	5%	4%	3%	?	4%	13
O=C(C1CC(=O)N(C2CCCCCCC2)C1)N1CCC2(CC1)OCCO2 (stereo not given)
 : -22%	-8	-2%	11%	-21%	11%	3%	-21
CCOP(=S)(OCC)SCSP(=S)(OCC)OCC
 : -9%	-10	-12%	-31%[inhibitor]	-12%	nt	10%	-6
O=S(=O)(c1ccc(Cl)cc1)N1CN2CCN(C2)C1
 : 8%	13	16%	8%	-8%	1%	2%	5
Clc1cccc(N2Cc3ccccc3-n3nncc3C2)c1
 : 0%	-1	-18%	?	-13%	15%	12%	11
CCOC(=O)[C@]12Cc3cc(N(C)C)ccc3[C@H]1N(Cc1ccccc1)C(=O)c1ccccc12
 : -27%	-4	-10%	4%	-18%	44%	16%	-15
CCCSc1ncc(Cl)c(C(=O)N(Cc2ccccc2)c2ccc(OC)cc2)n1
 : ?	-10	nt	nt	15%	45%	nt	nt
CNC(=S)NC1CC2CCCC(C1)N2CC(C)C (stereo not given)
 : 3%	-8	-1%	-3%	-11%	-14%	10%	15
OC(c1cccc(Cl)c1)(c1cccc(Cl)c1)C1CN2CCC1CC2 (stereo not given)
 : -1%	-11	10%	8%	?	14%	-1%	6
O=C(O)C1Cc2ccccc2N2CCCC12 (stereo not given)
 : -8%	-7	7%	4%	-13%	15%	4%	7
CCN1CC2(COC(=O)c3ccccc3N)CCC(OC)C34C5CC6C(OC)CC(O)(C5C6OC)C(O)(C(OC)C23)C14 (stereo not given)
 : 15%	0	-5%	-7%	-5%	-15%	-6%	-7
Cc1ccc2c(c1)C(c1ccccc1)=NCC(=O)N2C
 : 4%	-2	7%	15%	-8%	-24%	-1%	2
CCCCn1c(C)c(C(=O)O)c2cc(OC)ccc21
 : -16%	-9	7%	3%	-14%	-12%	4%	-21
Cc1ccc(Cn2cccc(C(=O)Nc3ccc(C)c(Cl)c3)c2=O)cc1
 : 6%	-6	nt	nt	-19%	-6%	nt	nt
CCOC(=O)[C@]12Cc3cc(C)ccc3[C@H]1N(Cc1ccccc1)C(=O)c1cc(OC)ccc12
 : 6%	-2	?	-1%	-48%[inhibitor]	?	13%	-13
CN1/C(=C\C=C2C(=O)NC(=O)NC2=O)C(C)(C)c2ccccc21
 : 11%	1	12%	-1%	15%	3%	10%	1
CNCC(O)c1cc(OCc2ccccc2)c(OCc2ccccc2)cc1F (stereo not given)
 : nt	nt	2%	nt	0%	7%	2%	nt
Cc1c(C(=O)Nc2ccccc2)c2cc(O)ccc2n1Cc1ccccc1
 : 6%	-1	-4%	5%	-4%	-15%	20%	7
CC(O)(CS(=O)(=O)c1cccc(C(F)(F)F)c1)C(=O)Nc1ccc(C(F)(F)F)cc1 (stereo not given)
 : -12%	-20	-24%	1%	18%	22%	-1%	6
COc1ccccc1CN1CCN(C(=O)Cc2ccccc2)CC1
 : 12%	-4	16%	-11%	31%	-9%	4%	-24
Nc1ccncc1
 : 23%	2&7	-2%	0%&0%	-2%	-57%	-7%	43
CC(=O)C1CCC2C3C(N4CC4)CC4=CC(=O)CCC4(C)C3CCC12C (stereo not given)
 : 12%	-5	2%	0%	6%	nt	6%	13
CCOC(=O)c1ccc(N=Cc2c(O)n(-c3ccc(OC)cc3)c(=S)[nH]c2=O)cc1
 : 2%	-5	-16%	0%	-7%	-2%	8%	-4
COC(=O)c1ccc(NC(=O)c2cccn(Cc3ccccc3C)c2=O)cc1
 : 22%	6	nt	0%	-8%	-15%	nt	nt
CN(C)C(=O)O/N=C(\N)COc1ccc(C(C)(C)C)cc1
 : ?	-9	-3%	-80%[inhibitor]	-79%[inhibitor]	20%	-6%	-7
S=C(NC1CCCCC1)N1CCC(c2cnc[nH]2)CC1
 : 11%	7	14%	2%&2%	-1%	-30%	9%	-4
Cc1cccc(N=Cc2c(O)n(-c3ccccc3C)c(=O)[nH]c2=O)c1
 : -7%	3	2%	-11%	-2%	29%	-2%	9
CC(=O)O[C@@H]1CC[C@]2(C)C3CC[C@]4(C)C(=O)[C@H](O)CC4C3[C@@H](OC(C)=O)C[C@H]2C1 (stereo not given in full)
 : -19%	8	3%	-2%	-25%	8%	6%	-1
N#CCCn1cc(C(=O)Nc2ccccc2Br)c(-c2ccc([N+](=O)[O-])cc2)n1
 : 1%	-7	-2%	1%	8%	?	9%	-8
CC1=CC(O)C(O)C2(C)C1CC1OC(=O)C(O)C3C(C)C(O)C4(O)OCC13C42 (stereo not given)
 : 13%	2	6%	-1%	11%	nt	-2%	2
c1cncc(CNCCc2c[nH]c3ccccc23)c1
 : nt	-15	5%	2%	1%	36%	5%	15
COc1ccc(C/C(=N\OC(C)=O)c2ccc(OC)cc2)cc1
 : ?	5	?	-19%	10%	13%	10%	8
O=C(O)Cn1cc(C=C2C(=O)NC(=O)NC2=O)c2ccccc21
 : 0%	-1	-3%	0%	1%	-24%	5%	13
O=C1Nc2ccccc2/C1=C/c1nc2ccccc2c(=O)n1-c1ccc(O)cc1
 : -20%	-3	-10%	-3%	-10%	27%	-5%	-17
C/C(=N\NC(N)=S)C12CC3CC(CC(C3)C1)C2
 : 14µM*	-6	3%	6%	?	1%	7%	10
CN1CCN(c2c(C#N)c(C(F)(F)F)nn2C)CC1
 : -6%	5	0%	5%	-8%	11%	11%	2
O=C(Nc1ccc(Br)cc1)c1nn(C23CC4CC(CC(C4)C2)C3)cc1Br
 : 4%	-1	-4%	-1%	2%	-11%	7%	-7
Cc1cc(NC(=O)COC(=O)c2c(C)nn(Cc3ccccc3Cl)c2Cl)no1
 : -5%	13	1%	0%	9%	2%	6%	13
COc1ccccc1-c1nn2c(=O)cc(CN3CCN(C(=O)COc4ccccc4Cl)CC3)nc2s1
 : 4%	3	nt	nt	-12%	10%	nt	nt
Cc1ccc(Cl)cc1N1CCN(c2ncnc3c2nc2n3CCCC2)CC1
 : 14µM*	7	nt	nt	-10%	-13%	nt	nt
Cc1cc(C=O)c(C)n1CC1CCCO1 (stereo not given)
 : 19%	0	1%	-1%	18%	-1%	-1%	11
CN(C)C(=O)Oc1ccc(-c2cn3cc(Cl)ccc3n2)cc1
 : -35%[inhibitor]	-7	-6%	-26%	-5%	nt	12%	0
CCCCCCCC(=O)OCC(O)CO (stereo not given)
 : ?	-70&2	-6%	4%	-19%	-16%	2%	-16
Cc1ccc(CNC2=NCCS2)cc1
 : -29%	-8	6%	0%	-9%	15%	2%	-8
C[C@]12CCC(=O)C=C1C=CC1C2CC[C@]2(C)C(=O)CCC12 (stereo not given in full)
 : 24%	-2	-4%	3%	-16%	4%	3%	23

This is a subset. The share of hits here may be higher or lower than overall.
